# MC4R antagonist – human MC4R antagonism in cAMP assay; P32245; MC4R-expressing cells, MTII-stimulated cAMP, LANCE TR-FRET; inhibition, % at 6.5 µM; 360,000 tested, 0.48% active; AID 540295;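 active = inhibition above its plate's cutoff, the mean of tested wells on that plate plus 3 SD, cut at about 29% in these data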;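 note: 0% = Melanotan II alone and 100% = Melanotan II plus saturating MCL0020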
#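 System – human MC4R-expressing U2OS cells · Also added – Melanotan II · Dosing – one concentration, 6.5 µM nominal · Timing – 30-min compound, 1-h challenge, 1-h detection, room temperature · Measured by – Eu-cAMP/anti-cAMP TR-FRET, emission 671 nm · Replicates – singlicate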
# ABHD5-PLIN5 inh – ABHD5-PLIN5 protein interaction inhibition. Q00G26+Q8WTS1. Split G. princeps luciferase complementation, luminescence, 4 h. inhibition, % at 4 µM. 360,000 tested, 0.78% active;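 active = inhibition above the mean inhibition across every tested compound plus 3 SD, cut at about 22% in these data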;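 note: 0% = DMSO only wells and the 100% control is not disclosed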
# NCOA1 inh – inhibitors of human steroid receptor coactivator 1 (SRC1); 360,000 tested, 0.12% active; Q15788; inhibition, % at 3.6 µM; HEK293 GAL4-SRC1 luciferase reporter, luminescence; AID 588354;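 active = inhibition above the campaign mean plus 3 SD, with each screening campaign given its own cutoff, cut at about 60% in these data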;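 note: 0% = DMSO treated cells and 100% = gossypol at 36 µM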
# LMP1 NFkB inh – reduces LMP1-driven NF-kappaB luciferase signal | LMP1-induced NF-kappaB luciferase reporter cells, luminescence | inhibition, % at 12.5 µM | 350,000 tested, 0.69% active | AID 504558; in the data active = inhibition above about 41%;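 note: 0% = neutral control wells and 100% = reference inhibitor control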
# SRC2 inh – human SRC2 (NCOA2) inhibition; AID 651957; Q15596; HEK293 GAL4-SRC2 luciferase reporter, luminescence; inhibition, % at 9 µM; 370,000 tested, 0.17% active;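 active = inhibition above the mean inhibition of all tested compounds plus 3 SD, set per campaign, cut at about 52% in these data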;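 note: 0% = DMSO treated cells and 100% = cells given Gossypol at 36 µM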
# SRC3 inh – human NCOA3 inhibition; Q9Y6Q9; HEK293 GAL4-SRC3 luciferase reporter, luminescence; inhibition, % at 3.6 µM; 360,000 tested, 0.17% active; AID 588352;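 active = inhibition above a per-campaign cutoff, the mean of all compounds plus 3 SD, cut at about 60% in these data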;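 note: 0% = DMSO-treated cells and 100% = gossypol-treated cells at 36 µM; higher means less SRC3-driven luciferase light from the GAL4 reporter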
# MC4R ag barr – agonists of human melanocortin 4 receptor (MC4R) beta-arrestin; P32245; U2OS MC4R beta-arrestin complementation, luminescence; percent of melanotan II response, DMSO zero; activation, % at 8.9 µM; 360,000 tested, 0.98% active; AID 540308;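 active = activation above a per-plate cutoff, the mean activation of sample wells on that plate plus 3 SD, cut at about 8% in these data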
# NOD2-RIPK2 inh – inhibitors of human NOD2-RIPK2 interaction | CHO BLA complementation NOD2-RIPK2, CCF4 ratio | O43353 | inhibition, % at 4.98 µM | 360,000 tested, 0.38% active; in the data active = inhibition above about 21%;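 note: 0% = vehicle only and 100% = reference blocker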
# Target sequence (O43353 whole entry, looked up): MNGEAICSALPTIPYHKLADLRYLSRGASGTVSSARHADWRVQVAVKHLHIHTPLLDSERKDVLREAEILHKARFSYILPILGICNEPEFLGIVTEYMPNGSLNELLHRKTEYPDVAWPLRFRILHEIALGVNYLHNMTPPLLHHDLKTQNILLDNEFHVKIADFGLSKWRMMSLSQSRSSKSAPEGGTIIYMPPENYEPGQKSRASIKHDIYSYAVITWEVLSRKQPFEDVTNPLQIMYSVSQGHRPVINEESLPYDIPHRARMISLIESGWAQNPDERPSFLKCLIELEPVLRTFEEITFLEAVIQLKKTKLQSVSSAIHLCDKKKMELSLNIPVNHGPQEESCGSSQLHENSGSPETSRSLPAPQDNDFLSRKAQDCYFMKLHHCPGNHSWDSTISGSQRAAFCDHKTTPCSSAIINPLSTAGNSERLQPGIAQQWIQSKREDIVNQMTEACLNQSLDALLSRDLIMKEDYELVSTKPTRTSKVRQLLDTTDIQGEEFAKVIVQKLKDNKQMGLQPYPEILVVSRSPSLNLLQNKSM
# NR5A2 inv ag – suppresses constitutive activity of human LRH-1 | O00482 | HEK293T StAR-luciferase reporter, LRH-1 transfected, 24 h | inhibition, % at 3.6 µM | 360,000 tested, 0.13% active | AID 602396;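 active = inhibition above the mean inhibition of all tested compounds plus 3 SD, cut at about 73% in these data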;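 note: 0% = DMSO wells and 100% = reporter-only cells lacking LRH-1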
# Target sequence (O00482 whole entry, looked up): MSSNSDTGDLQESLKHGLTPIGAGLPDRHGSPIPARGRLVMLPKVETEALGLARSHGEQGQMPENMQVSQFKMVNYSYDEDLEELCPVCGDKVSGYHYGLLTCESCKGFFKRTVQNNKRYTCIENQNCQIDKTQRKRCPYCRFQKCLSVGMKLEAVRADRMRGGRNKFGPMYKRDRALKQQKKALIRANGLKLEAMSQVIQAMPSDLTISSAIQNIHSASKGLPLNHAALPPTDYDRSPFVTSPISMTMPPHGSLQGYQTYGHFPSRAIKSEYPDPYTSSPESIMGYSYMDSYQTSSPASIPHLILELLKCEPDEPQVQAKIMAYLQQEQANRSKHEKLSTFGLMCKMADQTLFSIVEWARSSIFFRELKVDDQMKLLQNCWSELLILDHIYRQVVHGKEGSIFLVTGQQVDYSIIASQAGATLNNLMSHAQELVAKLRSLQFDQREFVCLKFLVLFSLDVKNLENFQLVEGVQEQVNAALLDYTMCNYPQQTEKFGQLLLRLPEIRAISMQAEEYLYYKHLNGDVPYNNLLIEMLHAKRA
# NR2F2 inh – inhibitors of human COUP-TFII (NR2F2) | P24468 | HEK293T NGFI-A luciferase reporter, luminescence | inhibition, % at 8.6 µM | 370,000 tested, 0.7% active | AID 686940;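 active = inhibition above a per-plate cutoff, mean inhibition of test wells between control levels plus 3 SD, cut at about 38% in these data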;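 note: cells cotransfected with COUP-TFII expression vector driving the NGFI-A reporter; 0% = median of COUP-TF2 test wells and 100% = reporter-only cells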
# TLR9-MyD88 inh – TLR9-MyD88 interaction inhibition. 340,000 tested, 0.21% active. AID 504734. CHO BLA complementation TLR9-MyD88, CCF4 FRET ratio. Q9NR96+Q99836. inhibition, % at 4.98 µM;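 active = inhibition above the mean over all tested compounds plus 3 SD, cut at about 21% in these data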;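 note: 0% = DMSO only wells and 100% = clavulanate BLA inhibitor control wells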
# Active calls of the source: *; · = not tested or not shown.
SMILES,MC4R antagonist,ABHD5-PLIN5 inh,NCOA1 inh,LMP1 NFkB inh,SRC2 inh,SRC3 inh,MC4R ag barr,NOD2-RIPK2 inh,NR5A2 inv ag,NR2F2 inh,TLR9-MyD88 inh
COc1ccccc1NC(=O)CN1CCN(CC(=O)Nc2ccc3c(c2)OCCO3)CC1,7,-1,-11,-2,-31,5,-0.7,3,59,-8,-2
Cc1cc(N(C)/N=C/c2ccccc2O)nc(-c2ccccc2O)n1,3,2,-3,-3,2,-6,-0.5,-14,-8,-15,-5
COc1cc(S(=O)(=O)N2CCN(c3ccccc3F)CC2)ccc1Cl,4,-6,7,-3,-15,4,0.3,9,18,0,7
COc1ccccc1-n1cnc2cc(NCc3ccccc3O)ccc21,-3,7,-5,8,-16,-7,0.7,-5,-21,-12,-6
COc1ccc(S(=O)(=O)CCC(=O)O)cc1,17,7,11,-4,-14,10,0.7,-7,-5,8,4
COc1ccc(N(CC(=O)NC2CCCCC2)C(=O)CNC(=O)c2ccco2)cc1OC,0,2,3,4,-41,-10,-1.1,-7,10,2,-7
CC1CN(C)C(C)c2c1oc1ccc(N)cc21 (stereo not given),1,9,1,4,-8,12,2.1,-1,2,9,4
COc1ccc(N(C(=O)c2ccncc2)S(=O)(=O)c2cccc([N+](=O)[O-])c2)cc1,0,2,4,-1,18,-13,-4.1,2,-4,5,-2
COc1ccccc1S(=O)(=O)N(C)C[C@H]1Oc2cc(C#CCC3CCCC3)ccc2S(=O)(=O)N([C@H](C)CO)C[C@H]1C,-3,13,0,-7,0,-8,1.4,-6,-5,-11,-7
COC(=O)CCn1nnc(-c2cccs2)n1,0,-10,-30,3,-4,3,0.6,0,6,2,0
C=CCN(CC=C)C(=S)NCCc1ccc(OC)c(OC)c1,3,3,-1,-3,-17,9,-0.5,-8,11,2,-1
Cc1ccc(C(C)NC(=O)c2c(-c3ccccc3)noc2C)cc1C (stereo not given),8,5,0,5,-4,-2,-0.8,1,-13,13,9
O=C(Nc1ccc(F)cc1F)c1cc2ncc(CCCl)cn2n1,10,-3,-22,4,0,2,-0.4,2,-12,6,13
Cc1cc(C)cc(N(C(=O)c2csnn2)C(C(=O)NC(C)(C)C)c2ccccn2)c1 (stereo not given),-8,4,-15,4,3,8,-2.9,0,4,8,-2
Cc1ccc(-c2cc(C(=O)N3N=C(C(F)F)CC3(O)C(F)F)c3ccccc3n2)cc1C (stereo not given),12,-31,-13,-18,-23,-11,1.5,4,-9,-15,1
COC(=O)/C(=N/Nc1ccc(C)cc1)N1CCCc2ccccc21,8,-1,-19,4,-21,19,-1.5,5,-9,-2,9
CNc1nnc(C(F)(F)F)s1,4,-5,2,1,16,2,-0.1,-6,8,1,3
O=C(CSc1nnc(CCCO)n1-c1ccccc1)NCCc1ccccc1,9,-2,-22,0,7,14,-1.9,-7,-5,-2,-7
CC1CCN(C(=O)COC(=O)CCc2c[nH]c3ccccc23)CC1,-4,-1,5,-6,-26,8,-1.2,1,15,11,-6
Cc1ccc(Nc2nc(NCc3ccccc3)nc3ccsc23)c(C)c1,-9,7,22,·,6,14,-1.5,8,16,22,·
COc1ccc(OCc2cc(C(=O)N3CCN(CC(=O)N(C)C)CC3)no2)c(Cl)c1,0,11,0,2,-34,-8,2.6,-3,-1,-13,10
Cc1ccc(CC2S/C(=N/c3ccccn3)NC2=O)cc1 (stereo not given),-4,-6,-42,-2,-9,-1,14*,0,10,10,1
CCc1nnc(NC(=O)CC(C)c2ccccc2)s1 (stereo not given),-4,5,-24,-5,-18,-23,-0.7,1,19,-16,-3
Cc1ccc(-c2nnc(OCc3nc4ccccc4n3C)c3ccccc23)cc1,4,-1,-13,6,-17,0,0.8,4,-5,-32,-10
CCOC(=O)N(C)C[C@@H]1OCc2ccccc2-c2c(n(C)c3ccccc23)C(=O)N([C@H](C)CO)C[C@H]1C,-1,2,7,3,22,2,1.3,-3,-4,-8,-8

# An excerpt from above, limited to NR2F2 inh:
Structure	NR2F2 inh
COc1ccc(N(CC(=O)NC2CCCCC2)C(=O)CNC(=O)c2ccco2)cc1OC	2
CC1CN(C)C(C)c2c1oc1ccc(N)cc21 (stereo not given)	9

# Full records as entered above:
# Profile of CCc1nnc(NC(=O)CC(C)c2ccccc2)s1 (stereo not given) → MC4R antagonist = -4; ABHD5-PLIN5 inh = 5; NCOA1 inh = -24; LMP1 NFkB inh = -5; SRC2 inh = -18; SRC3 inh = -23; MC4R ag barr = -0.7; NOD2-RIPK2 inh = 1; NR5A2 inv ag = 19; NR2F2 inh = -16; TLR9-MyD88 inh = -3
# Profile of COc1ccccc1-n1cnc2cc(NCc3ccccc3O)ccc21 → MC4R antagonist = -3; ABHD5-PLIN5 inh = 7; NCOA1 inh = -5; LMP1 NFkB inh = 8; SRC2 inh = -16; SRC3 inh = -7; MC4R ag barr = 0.7; NOD2-RIPK2 inh = -5; NR5A2 inv ag = -21; NR2F2 inh = -12; TLR9-MyD88 inh = -6

# Following part
SMILES,MC4R antagonist,ABHD5-PLIN5 inh,NCOA1 inh,LMP1 NFkB inh,SRC2 inh,SRC3 inh,MC4R ag barr,NOD2-RIPK2 inh,NR5A2 inv ag,NR2F2 inh,TLR9-MyD88 inh
O=C1c2ccccc2C(=O)N1CC1=NCCc2ccccc21,14,0,-40,-6,-34,-13,0.5,0,-46,-9,5
CN1OC[C@@H]2CN(C(=S)NCCc3ccccc3)[C@H](c3ccc(-n4ccnc4)cc3)C[C@@H]21,·,0,25,·,10,14,·,-1,-11,-4,·
O=C(O)c1ccccc1-c1ccccc1C(=O)Nc1ccc2c(c1)oc(=O)c1ccccc12,-25,-8,-21,8,5,-16,1.5,-6,-5,1,-2
Cc1occc1C(=O)N(Cc1nc(-c2ccccc2)no1)C(C)C,3,1,-10,17,19,27,-1.2,-3,-8,10,-3
Cc1cccc(-n2c(C)cc(C=C(C#N)C#N)c2C)c1,3,-2,-4,-8,-23,10,-0.8,-11,-10,-2,0
O=C(COC(=O)c1ccc(O)cc1)NC(=O)NCc1ccccc1,2,4,-18,-6,20,0,-1.2,-2,10,-5,-7
COc1ccc(CNC(=O)COC(=O)c2ccc3ncsc3c2)cc1OC,1,-2,-30,-1,-4,-32,-2.1,-8,13,5,2
Nc1nc(NCCOCCO)nc(NCc2ccccc2)c1[N+](=O)[O-],5,2,-10,-1,-35,7,-2.3,3,9,2,1
Cn1cc(CCNCc2cn[nH]c2-c2ccc(-c3ccccc3)cc2)cn1,5,10,-9,-16,14,-9,0.5,2,-29,-8,1
CCc1cc(-c2cnnn2Cc2ccc3ccccc3c2)ccc1-c1cn(CC(C)C)nn1,9,-11,-7,-20,20,-32,-1.0,-2,-6,-18,-4
CC(NC(=O)Cc1ccc(F)cc1)C(c1cccs1)N1CCN(C)CC1 (stereo not given),1,1,-1,-13,17,-1,1.9,-51,6,-14,12
COc1ccc(-c2cc(=Nc3c(C)n(C)n(-c4ccccc4)c3=O)c3ccccc3o2)cc1,-6,-4,-79,-13,-91,-52,-5.0,-4,-63,-25,3
CC1CCN(c2cc(N)c(Cl)cc2[N+](=O)[O-])CC1,1,-10,-18,-13,-19,-4,1.0,13,-14,-30,1
C=CCC[C@H](Cc1ccc(F)cc1)C(=O)OC[C@H](Cc1c[nH]c2ccccc12)NC(=O)[C@H](CC=C)CC(=O)NCCO,9,3,4,2,-22,-3,-1.1,-7,2,16,-4
CC(C)NC(=O)C1Cc2c(-c3ccc4c(c3)OCO4)ccnc2O1 (stereo not given),2,-9,9,·,1,-8,-0.7,8,7,3,·
COc1cccc(OC)c1C(=O)NC(C)C12CC3CC(CC(C3)C1)C2 (stereo not given),0,-3,-9,-6,7,-5,-1.5,1,19,-13,1
O=C(NCc1cccnc1)c1ccc(COc2ccc(Cl)cc2Cl)o1,4,0,9,-8,1,2,-1.1,0,15,9,-3
COc1cc(OC)c(OC)cc1/C=N/n1c(-c2n[nH]c3c2CCC3)n[nH]c1=S,-22,-2,-3,7,-33,20,-0.1,5,7,1,4
CCOC(=O)c1ccc(N2C(=O)C=CC2=O)cc1,22,2,-12,67*,·,-3,-4.0,1,-22,·,10
O=C(NCc1ccccc1)C1CCCN(S(=O)(=O)c2ccc(Br)cc2)C1 (stereo not given),8,-2,-7,-1,16,9,-0.7,-1,-3,-3,-1
Cc1noc(C)c1C(=O)N1CCCc2ccccc21,-1,2,-11,9,-2,7,-0.3,-1,-1,-1,-10
O=C(CNc1cc(S(=O)(=O)N2CCOCC2)ccc1N1CCCC1)Nc1ccc(Cl)cc1F,5,1,-1,-2,-12,15,1.0,-12,-24,-2,-2
COc1ccc(B(O)O)c(CN2CCN(C(=O)OC(C)(C)C)CC2)c1,3,5,11,7,-9,13,-0.2,-5,15,-2,-5
C=C1C(C(=O)Nc2ccc(F)cc2)C1C(=O)Nc1ccc(F)cc1 (stereo not given),9,-2,-3,7,-11,0,1.3,-9,-5,-10,-2
C[C@@H]1CNC(=O)c2c(C(=O)Nc3cccc(Cl)c3)ncn21,17,-1,10,3,11,-1,0.3,-6,3,-2,-5
# (list continues)
SMILES,MC4R antagonist,ABHD5-PLIN5 inh,NCOA1 inh,LMP1 NFkB inh,SRC2 inh,SRC3 inh,MC4R ag barr,NOD2-RIPK2 inh,NR5A2 inv ag,NR2F2 inh,TLR9-MyD88 inh
COc1cc([C@H]2OC[C@H]3[C@@H]2CO[C@H]3c2ccc(O)c(OC)c2)ccc1O,7,4,9,5,-28,-3,-1.1,-2,1,11,6
CCOc1ccccc1C(=S)NC1CCCCC1,11,2,-32,4,1,-3,-0.2,-16,5,12,5
Cc1cc2oc(=O)cc(Cn3ccnc3)c2cc1C,1,5,1,3,0,-3,0.9,2,9,-13,4
O=C(c1ccc(Cl)cc1)c1oc2ccccc2c1CS(=O)c1ccccc1 (stereo not given),-4,-5,-8,11,-9,23,-2.4,0,-19,-15,6
COc1ccc(CCNC(=O)C(CC(C)C)NC(N)=O)cc1 (stereo not given),-9,7,19,-4,-29,9,-0.3,-4,4,8,-5
CC(=O)Nc1ccc(S(=O)(=O)NC2(C(F)(F)F)C(=O)Nc3c2c(=O)[nH]c(=O)n3C)cc1 (stereo not given),4,-4,-25,2,-15,6,-2.3,6,22,7,7
COc1ccc2[nH]c(=O)c(C(c3nnnn3C(C)(C)C)N(Cc3ccco3)CC3CCCO3)cc2c1 (stereo not given),5,24*,11,-3,3,5,-0.9,-8,9,-27,1
CCN(CC)S(=O)(=O)c1ccc2c(c1)c(=O)c(C(=O)NCc1ccco1)cn2C,2,5,-44,2,-24,11,-2.8,-1,14,5,-2
COc1ccc(OC)c(NC(=O)c2cc(-c3cc(C)c(C)cc3O)n[nH]2)c1,-3,-13,-33,2,-1,-17,6.8,-1,-43,-7,-2

# Compound activity: PubChem, several laboratories

# These rows are one share of the data; rates above refer to the full screens.
